# RmlCD inh mix: RmlC and RmlD coupled enzyme inhibitors, primary screen, biochemical, 384-well, compound mixtures, retest; RmlC/RmlD coupled enzyme inhibition, 384-well mixture HTS; inhibition, % at 5.5 µM; 110,000 compounds, 0.39% hits; AID 1532, 2009; in the data active = inhibition above about 30%, passing the limit was not always enough; inconclusive = no clear call, values can overlap the other calls; also: strong numbers were not always called active
# RT RNaseH block: HIV-1 RT RNase H inhibitors, primary screen, biochemical, fluorescence | 65,000 compounds, 1.9% hits | Gag-Pol polyprotein (Human immunodeficiency virus type 1 group M subtype B (isolate … | RT-RNase H RNA/DNA duplex cleavage | inhibition, % at 10 µM; in the data active = inhibition above about 50%
# * marks the source's active call; other numbers are inactive results; ? = inconclusive; . = not tested or not shown.
# Every second line gives: RmlCD inh mix | RT RNaseH block
- CCOC(=O)N1CCN(CCC(=O)Nc2ccc(C)c(Br)c2)CC1
    13.8 | -13.3
- O=C(Oc1ccccc1)c1cc2ccccc2o1
    -29.1 | -9.7
- O=C(Nc1ccc(Cl)cc1)C1CCCN(S(=O)(=O)c2cnc[nH]2)C1 (stereo unspecified)
    7.3 | -8.6
- CC(C)C(=O)NC(Nc1ccccc1F)C(Cl)(Cl)Cl (stereo unspecified)
    -4.8 | .
- COC(=O)C1CCN(C(=O)Cc2ccc(Br)cc2)CC1
    4.4 | -13.1
- O=[N+]([O-])c1cccc(/C=N/Nc2nccnc2Cl)c1
    3.6 | .
- Cc1cc(C)n(C(=O)c2ccc(NC(=O)C3COc4ccccc4O3)cc2)n1 (stereo unspecified)
    20.4 | 3.8
- O=C(CCC(=O)c1ccc(F)cc1)OC1CCOC1=O (stereo unspecified)
    -12.9 | 1.1
- COCCCN1C(=O)C(=O)/C(=C(/O)c2ccc(C)cc2)C1c1ccccc1 (stereo unspecified)
    8.1 | -7.3
- CCn1c(CSc2ncccn2)nnc1SCC(=O)N1c2ccccc2CC1C (stereo unspecified)
    -10.7 | -4.5
- CC(C)(C)CC(=O)Nc1cccc2c1CCCC2
    -11.7 | .
- O=C(CCn1c(=O)[nH]c2ccccc2c1=O)N1CCN(c2ccc(Cl)cc2)CC1
    1.5 | -3.9
- COC(=O)NCc1ccc(CNC(=O)OC)cc1
    -13.9 | 2.9
- CCCOc1ccc(CN(CCO)CCO)cc1C(=O)OC
    10.1 | -5.0
- COc1ccccc1NC(=S)NNC(=O)c1ccc(O)cc1
    10.9 | .

# A draw from above in order of length of the SMILES, descending.
# Every second line gives: RmlCD inh mix | RT RNaseH block
- Cc1cc(C)n(C(=O)c2ccc(NC(=O)C3COc4ccccc4O3)cc2)n1 (stereo unspecified)
    20.4 | 3.8
- O=[N+]([O-])c1cccc(/C=N/Nc2nccnc2Cl)c1
    3.6 | .
- CC(C)C(=O)NC(Nc1ccccc1F)C(Cl)(Cl)Cl (stereo unspecified)
    -4.8 | .

# The listing continues:
# Every second line gives: RmlCD inh mix | RT RNaseH block
- CCN=C1SC(CC(=O)Nc2ccc(C(F)(F)F)cc2)C(=O)N1CC (stereo unspecified)
    7.4 | -0.5
- Cc1ccc(C)c(N(CC(=O)NN=C2CCCCCCC2)S(C)(=O)=O)c1
    ? | .
- COc1ccc(CCn2c(NCc3ccco3)nc3c2c(=O)[nH]c(=O)n3C)cc1
    -16.8 | 0.6
- CCC(Sc1nc2c(c(=O)[nH]1)CCC2)C(=O)Nc1cccc(OC)c1 (stereo unspecified)
    52.7 | -11.0
- CCCCN1C(=O)C(=O)NC[C@@H]1CCCCN
    1.5 | .
- CCSc1nc(O)cc(=O)n1-c1ccc(OC)cc1
    8.8 | -2.9
- N#Cc1ccc(-c2ccc(F)cc2)nc1Oc1ccccc1
    5.8 | .
- COc1ccc(OCCCC(=O)NCC(C)C)cc1
    -0.7 | .
- COc1ccc(OC)c(-n2c(-c3ccc(S(C)(=O)=O)cc3)cc(C=O)c2C)c1
    9.3 | .
- COc1ccc(CCNC(=O)C2CCCN(S(=O)(=O)c3cnc[nH]3)C2)cc1OC (stereo unspecified)
    6.5 | -10.2
- COc1ccc(C(=O)NCc2oc(-c3ccccc3)cc2C(=O)O)cc1
    4.8 | -2.2
- CC1CCc2cc(F)ccc2N1C(=O)CCC(=O)O (stereo unspecified)
    -7.7 | 4.5
- COc1ccc(-c2noc(CSc3nc(-c4ccccc4)cc(=O)[nH]3)n2)cc1OC
    -4.2 | -51.1
- CCCSc1nc2c(c(=O)[nH]c(=O)n2C)n1CCc1ccccc1
    11.6 | -11.9
- COc1cc(/C=c2\sc3n(c2=O)C(c2ccccc2)C(c2ccccc2)=NN=3)ccc1O (stereo unspecified)
    4.8 | .
- C#CCOCCOCCOCCNc1nc(N2CCN(C(=O)[C@H](CCC(=O)O)n3cc(C(N)Cc4ccc(O)cc4)nn3)CC2)nc(N2CCN(C(=O)[C@H](CCC(=O)O)n3cc(C(N)CC(C)C)nn3)CC2)n1 (stereo partly specified)
    2.3 | .
- CC(=O)Nc1ccc(NC(=O)c2ccccc2CC[N+](=O)[O-])cc1
    8.4 | .
- CCn1cc(C(=O)NCCCN2CC(C)CC(C)C2)c2cc(OC)c(OC)cc2c1=O (stereo unspecified)
    -57.7 | .
- CCN(CC)CCOc1ccc(Br)cc1
    -5.8 | 4.1
- CCC1C(=O)N=C(SCC(=O)Nc2ccccc2)NC1=O (stereo unspecified)
    -9.0 | .
- COc1ccc(NC(=O)c2c(NC(=O)CNCc3ccco3)sc3c2CCC3)cc1
    6.7 | -9.8
- CCn1cc(C(=O)NCCCN(C)c2ccccc2)c(=O)c2cc(S(=O)(=O)N(C)C)ccc21
    -17.7 | 6.9
- CC1CN(C(=O)c2ccc3c(c2)OCO3)OC(c2ccccc2)O1 (stereo unspecified)
    -11.4 | -3.6
- Cc1nc(-c2c(-c3ccc(O)cc3O)noc2C(F)(F)F)cs1
    8.8 | -0.4
- S=C(Nc1ccccc1)c1ccccn1
    -11.8 | .
- CN1CCC(OC(=O)C2c3ccccc3Oc3ccccc32)CC1
    8.4 | -36.6
- CC(=O)c1sc2nc(=O)c(C)nn2c1C
    7.1 | -3.9
- C=CCOC(=O)C1=C[C@H](c2ccc(C(F)(F)F)cc2)C[C@H](OCCCCO)O1
    -94.2 | .
- CCOC(=O)Nc1sc2nc(C)cc(C)c2c1-n1cccc1
    20.8 | .
- COc1ccc(C2C(C(=O)Nc3cccnc3)=C(C)Nc3nc(-c4ccco4)nn32)cc1 (stereo unspecified)
    8.4 | 0.8
- COC(=O)c1cc2sccc2n1CC(=O)Nc1ccc(OC)c(OC)c1OC
    -8.1 | 6.2
- CC1CCN(C(=O)c2ccc(CSc3nc4ccncc4n3Cc3ccc(F)cc3)cc2)CC1
    22.3 | .
- COc1ccc(OC)c(N2C(N)=NC(N)=NC23CCCC3)c1
    7.6 | -18.0
- O=C(Cc1ccc(Cl)cc1)Nc1ccc2oc(-c3ccncc3)nc2c1
    29.3 | -2.2
- Fc1ccccc1N1CCN(c2cnc3ccccc3n2)CC1
    -12.2 | .
- CC(=O)Oc1cccc(N2C(=O)C3CC=C(Cl)CC3C2=O)c1 (stereo unspecified)
    . | -7.4
- COc1ccc(C(c2sc3ncnn3c2O)N2CCN(c3ccccc3F)CC2)cc1OC (stereo unspecified)
    6.2 | -0.8
- Cc1cc(-c2nnc(SCC(=O)Nc3ccccc3C(F)(F)F)o2)c(C)n1-c1ccccc1
    5.7 | .
- CCC1(C)Cc2ccccc2-c2c1c(=O)n(Cc1ccccc1)c1nnnn21 (stereo unspecified)
    3.6 | 8.4
- O=C(COC(=O)Cn1cnc2ccccc21)NCCc1ccc(Cl)cc1
    -3.9 | .
- CC(C)c1nc(SCC(=O)N2CCOCC2)c2c(=O)n(C)c(=O)n(C)c2n1
    -9.3 | -7.2
- Cc1cc(-c2ccco2)n(CC(=O)NCCCc2ccccc2)n1
    8.2 | -12.0
- COc1ccc(CCCc2nnc(SCC(=O)Nc3ncc(C)s3)o2)cc1
    5.4 | -3.0
- c1ccc2c(N3CCOCC3)nc(N3CCOCC3)nc2c1
    6.8 | .
- CC1(C)Cc2c(cnn2-c2ccccc2)-c2c1c1ccccc1n2CC(O)CCl (stereo unspecified)
    1.9 | .

# Four entries from above, as labelled records:
O=C(Oc1ccccc1)c1cc2ccccc2o1
  RmlCD inh mix: -29.1	RT RNaseH block: -9.7
O=C(Nc1ccc(Cl)cc1)C1CCCN(S(=O)(=O)c2cnc[nH]2)C1 (stereo unspecified)
  RmlCD inh mix: 7.3	RT RNaseH block: -8.6
CC(C)C(=O)NC(Nc1ccccc1F)C(Cl)(Cl)Cl (stereo unspecified)
  RmlCD inh mix: -4.8	RT RNaseH block: .
COC(=O)C1CCN(C(=O)Cc2ccc(Br)cc2)CC1
  RmlCD inh mix: 4.4	RT RNaseH block: -13.1

# Compound profiles (already shown). Order of screens: RmlCD inh mix	RT RNaseH block
# Shown for CC(C)c1nc(SCC(=O)N2CCOCC2)c2c(=O)n(C)c(=O)n(C)c2n1 → -9.3	-7.2
# Shown for C=CCOC(=O)C1=C[C@H](c2ccc(C(F)(F)F)cc2)C[C@H](OCCCCO)O1 → -94.2	.

# The results go on.
# Every second line gives: RmlCD inh mix | RT RNaseH block
- O=c1c2c3c(sc2n2cnnc2n1Cc1ccccc1)CN(Cc1ccccc1)CC3
    0.6 | 1.9
- CCN(CC)S(=O)(=O)c1ccc(C(=O)Nc2ncn(Cc3ccccc3)n2)cc1
    -12.0 | 3.3
- COCCn1nnnc1C(c1ccccc1)N1CCN(C)CC1 (stereo unspecified)
    8.0 | -2.8
- O=Cc1c(-[n+]2ccccc2)nc([O-])n1-c1ccccc1
    -33.1 | .
- C=CCOC(=O)C1=C(C)OC(N)=C(C#N)C1c1ccc2c(c1)OCO2 (stereo unspecified)
    -8.8 | -54.5
- Cc1ccc(CNC(=O)[C@H](C)[C@H]2C[C@]2(C)[C@H](NC(=O)OCc2ccccc2)c2ccccc2)o1
    -11.3 | .
- O=C(Nc1ccc(S(=O)(=O)N2CCOCC2)cc1)C1CCCCC1
    10.7 | -6.2
- COC(=O)[C@H](C)NC(=O)Nc1ccc(S(N)(=O)=O)cc1
    4.7 | -3.1
- COc1ccc(OCC(=O)N2CCN(C(=O)c3ccco3)CC2)cc1
    7.1 | .
- CSc1nc(N2CCOCC2)c2c(c1C#N)CC(C)(C)OC2
    8.6 | .
- CC(C)C1COC(c2cccc3ccccc23)=N1 (stereo unspecified)
    -12.9 | .
- COc1ccccc1N1CCN(CCCNC(=O)Nc2ccccc2)CC1
    -2.7 | -0.8
- CN1CCN(S(=O)(=O)c2ccc(NC(=O)c3ccco3)cc2)CC1
    . | 3.7
- Cc1cc(C)cc(-c2nc(-c3ccncc3)no2)c1
    1.3 | -60.0
- CCCn1c(SCC(=O)Nc2nc(C)c(C(=O)OC)s2)nnc1C(C)C
    -7.1 | -3.2

# Additional records
Molecule	RmlCD inh mix	RT RNaseH block
COc1ccc(-c2c3c(=O)n(C)c(=O)n(C)c3cn2-c2cc(OC)ccc2OC)cc1	-6.9	7.7
COc1ccccc1NC(=O)CSc1nc(O)cc(=O)[nH]1	-3.3	-6.4
COc1ccc(C(=O)c2c[nH]c(C(=O)NCc3cccnc3)c2)cc1	5.6	.
CCN(CC)S(=O)(=O)c1ccc(C)c(NC(=O)COC(=O)c2ccc(C)c(S(=O)(=O)N3CCOCC3)c2)c1	-4.5	.
Clc1ccc(CNc2nc(N3CCOCC3)nc(N3CCOCC3)n2)cc1	3.5	.
C=CCN1CCc2c(cc(O)c(O)c2Br)[C@@H](c2ccccc2)C1	57.4	.
COC(=O)C(C)(C(=O)OC)c1ccc([N+](=O)[O-])cn1	-19.0	.
CCOc1ccc(NC(=O)CC2C(=O)N(c3ccccc3)C(=S)N2Cc2ccccn2)cc1 (stereo unspecified)	-10.3	.
CCCCn1c(SCC(=O)Nc2nnc(C)s2)nc2c1c(=O)n(C)c(=O)n2C	10.7	0.8
CCCCc1cc(=O)oc2cc(OCc3nn[nH]n3)c(Cl)cc12	20.4	-7.6
CCn1cc(C(=O)NCC2CCCO2)c2cc(OC)c(OC)cc2c1=O (stereo unspecified)	0.1	2.1
O=C(Cn1ncc2c3ccccc3n(Cc3ccccc3F)c2c1=O)N1CCC2(CC1)OCCO2	-14.0	-1.5
N#Cc1c(NC(=O)c2nc3ncccn3n2)sc2c1CCCCC2	27.6	2.2
Cc1cccc(C(=O)Nc2c(C#N)c(C)c(C)n2Cc2ccccc2)c1	10.4	.
O=C(N/C=N/O)C1=NOC(CNc2ncc(C(F)(F)F)cc2Cl)C1 (stereo unspecified)	-2.5	.
CN(C)CCCn1c(-c2ccccc2)nc(=S)c2c1CCCC2	-10.1	.
O=P1(NC2CCCC2)COc2ccccc2OC1	-10.3	-2.1
Cn1c(CNC(=O)Cc2ccc3c(c2)OCO3)nnc1SCc1ccccc1	-13.4	-3.0
CCOC(=O)C1=C(c2ccccc2)Nc2c(c(=O)n(C)c(=O)n2C)C1c1ccc(O)c(OC)c1 (stereo unspecified)	-21.6	.
Cc1ccc(N2C(N)=NC(N)=NC2(C)C)c(C)c1	2.5	-4.4
O=C(CSc1nnc(-c2cccc(S(=O)(=O)N3CCOCC3)c2)n1C1CCCCCC1)NCc1ccccc1	7.8	.
CC1(C)CN=C(NCc2ccccc2Cl)S1	-7.2	-14.6
CCOC(=O)c1c(NC(=O)COC(=O)Cn2cnc3ccccc32)sc(C)c1C	5.9	-29.7
NC(=O)C(CC(=O)O)NC(=O)[C@@H]1CCCCNc2c(I)cc([N+](=O)[O-])cc2C(=O)N[C@@H](CO)C(=O)NCC(=O)N1 (stereo partly specified)	-1.2	.
CN(C)CCSc1nc(N)c2c3c(sc2n1)CN(C)CC3	-2.0	9.1
CCOC(=O)C(C)Sc1nc(C2CC2)cc(C(F)(F)F)c1C#N (stereo unspecified)	-11.6	.
CC1CCN(C(=O)CCNS(=O)(=O)c2ccccc2)CC1	0.1	-2.0
CC(=O)C1=C(c2ccccc2)NC(=O)NC1c1ccccc1OCC(=O)NCc1ccccc1 (stereo unspecified)	8.2	.
CC(C)CC(c1nnnn1CC1CCCO1)N1CCN(c2cccc(Cl)c2)CC1 (stereo unspecified)	5.7	3.5
CCOc1cc(C(=O)NC(C)CC)cc(OCC)c1OCC (stereo unspecified)	-5.5	.
Cc1cccc(C)c1OCC(O)Cn1c2ccccc2c2ccccc21 (stereo unspecified)	-8.2	.
O=C(OCc1ccc2c(c1)OCO2)c1ccc(S(=O)(=O)N2CCCCC2)cc1	18.1	-4.7
CN1CCN(C(=O)C2=C[C@@H](c3ccc(C(F)(F)F)cc3)C[C@@H](OCc3ccc(CO)cc3)O2)CC1	0.3	.
O=C(NC1=NC2CCCCC2N1)c1ccccc1 (stereo unspecified)	17.0	-9.7
COCCn1c(C)nc2oc3ccc(Br)cc3c(=O)c2c1=O	17.6	7.9

# Bioassay records as filed in PubChem.

# The list is partial, so the mix of outcomes need not match the whole.
